p53 reactivation = qHTS assay for re-activators of p53 using a Luc reporter | H1299 p53-A138V BP100-luciferase reporter, luminescence, 24 h | Potency, µM (series often up to 92.2 µM), inactives show at the highest dose activity change, positive = activation, actives largely listed as activators | 320,000 compounds, 0.063% hits | AID 504706, 2011; note: % of control where 0% means no effect; nearly all actives have a fitted effect of over 45% in size
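p53-null H1299 cells stably carrying temperature-sensitive p53-A138V and a BP100-luciferase reporter were pinned with compounds (4-point, 1:5 series) and held 24 hrs at 37 deg C. Luminescence was read 10 min after detection reagent.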
BRCA1 expr act = qHTS Assay to Identify Small Molecule Activators of BRCA1 Expression; MCF7-BRCA1-FFLuc reporter, luminescence, 48 h; response scale: scaled: vehicle 0%, 10 µM genistein 100%; 380,000 compounds, 1.1% hits; AID 624202, 2012; Potency, µM (highest dose often 46.1 µM), for the others: at the highest dose activation, actives largely listed as activators; note: nearly all actives have a fitted effect of over 80% in size; some results filed as inactive show a strong effect at the top dose
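Activators of BRCA1 expression were detected as increased firefly luciferase luminescence in engineered MCF7 cells after 48 h compound incubation. Signals were scaled to genistein 10 microM as full activation.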
uPA generation = qHTS for Inhibitors of Cell Surface uPA Generation | cell surface uPA generation assay, qHTS | Potency, µM (series often up to 38.3 µM), for inactives: at the highest dose activity change, negative = inhibition, hits mostly inhibitors | 330,000 compounds, 0.31% hits; active = well fitted inhibition curve with a large enough effect; inconclusive = small, poorly fitted or top-dose-only effect; inactive = no such curve, though single readings can be large or run the other way; tested in mouse RAW 264.7 cells; note: % is set by controls: 0 for no effect and ±100 for the full control effect; nearly all actives have a fitted effect of over 55% in size
ELG1 genotoxic = qHTS screen for small molecules that induce genotoxicity in human embryonic kidney (HEK293T) cells expressing luciferase-tagged ELG1. HEK293T ELG1-luciferase reporter, luminescence, 16 h. AID 504466, 2011. Potency, µM (series often up to 46 µM), without a hit: at the top dose activity change, positive = activation, usual class: activators. 330,000 compounds, 1.3% hits; note: % of control where 0% means no effect; nearly all actives have a fitted effect of over 60% in size
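DMSO vehicle served as control against compound-treated ELG1-luciferase HEK293T cells; exposure lasted 16 hr at 37 °C and 5% CO2, followed by ONE-Glo luminescence detection after 30 min.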
MBNL1 CUG block = qHTS Assay for Inhibitors of MBNL1-poly(CUG) RNA binding. Muscleblind-like protein 1 (Homo sapiens), Q9NR56. TR-FRET MBNL1-His/biotin-(CUG)12 binding, 665/545 ratio. Potency, µM (series often up to 57.5 µM), without a hit: top-dose activity change, negative = inhibition, actives largely listed as inhibitors. 280,000 compounds, 0.036% hits. AID 2675, 2010; active = well fitted inhibition curve with a large enough effect in the signal ratio, with a control signal flat, not every such curve was filed as active; inconclusive = small, poorly fitted or top-dose-only effect, or effect the other way, or a change in a side signal; inactive = no such curve, though single readings can be large or run the other way; the % refers to the signal ratio; note: % is set by controls: 0 for no effect and ±100 for the full control effect
Target sequence (Q9NR56 whole entry, looked up): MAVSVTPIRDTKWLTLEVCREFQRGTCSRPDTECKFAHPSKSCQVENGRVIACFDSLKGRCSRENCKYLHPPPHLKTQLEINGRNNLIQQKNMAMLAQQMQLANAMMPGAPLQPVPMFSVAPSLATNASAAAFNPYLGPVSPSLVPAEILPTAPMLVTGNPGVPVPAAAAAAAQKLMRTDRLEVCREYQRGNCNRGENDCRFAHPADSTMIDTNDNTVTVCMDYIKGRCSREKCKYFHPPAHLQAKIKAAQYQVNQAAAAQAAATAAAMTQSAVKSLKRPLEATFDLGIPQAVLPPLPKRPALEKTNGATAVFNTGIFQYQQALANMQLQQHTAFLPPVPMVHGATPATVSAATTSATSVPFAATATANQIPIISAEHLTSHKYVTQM
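TR-FRET readout: Ex 340 nm, 665/545 nm emission ratio, normalized to buffer-only (basal) and MBNL1-(CUG)12 controls. Complex of MBNL1-His with Biotin-(CUG)12, compounds 92 nM–58 uM, incubated 60 min at room temperature.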
NPC1 prom act = qHTS Assay for NPC1 Promoter Activators. Huh7 NPC1 promoter luciferase reporter, 24 h. Potency, µM (series often up to 9.22 µM), without a hit: at the highest dose activation, actives largely listed as activators. 320,000 compounds, 2.4% hits;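 note: % of control where 0% means no effect; nearly all actives have a fitted effect of over 60% in size; reporter is driven by a mutant NPC1 promoter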
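Huh7 reporter cells (NPC1 promoter driving luciferase) are dosed with compound for 24 h at 37 °C, 5% CO2; luciferase detection reagent is then added and luminescence measured after 10 min at ambient temperature.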
Gal4-VP16 FLuc = VP16 counterscreen qHTS for inhibitors of ROR gamma transcriptional activity. Drosophila S2 Gal4-VP16 UAS-luciferase, luminescence, 20 h. Potency, µM (series often up to 53.6 µM), inactives show top-dose activity, negative = inhibition, most hits filed as inhibitors. 310,000 compounds, 3.5% hits;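 note: Gal4-VP16 expression switched on by copper sulfate through the metallothionein promoter; % is set by controls: 0 for no effect and ±100 for the full control effect; nearly all actives have a fitted effect of over 50% in size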
Rab9 promoter act = qHTS Assay for Rab9 Promoter Activators; 320,000 compounds, 2.8% hits; Huh7 Rab9 promoter-luciferase reporter, luminescence, 24 h; Potency, µM (highest dose often 9.22 µM), inactives show top-dose activation, negative = inhibition, hits mostly activators; note: % of control where 0% means no effect; nearly all actives have a fitted effect of over 60% in size
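Cells were plated at 1500 per well in reduced-serum medium with 10% FBS and left 2 h. Compound in DMSO was then added for 24 h at 37 °C. Reporter signal was read by luminescence after 10 min with luciferase detection reagent.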
FLuc modulator = qHTS profiling assay for firefly luciferase inhibitor/activator using purifed enzyme and Km concentrations of substrates (counterscreen for miR-21 project); Luciferin 4-monooxygenase (Photinus pyralis), P08659; purified FLuc, Km substrates, luminescence inhibition; Potency, µM (series often up to 57.5 µM), for the others: top-dose activity change, negative = inhibition, actives largely listed as inhibitors; 360,000 compounds, 6.9% hits; AID 588342, 2011;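 note: plate controls were vehicle for no effect and reference inhibitor for full effect; nearly all actives have a fitted effect of over 55% in size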
Target sequence (P08659 whole entry, looked up): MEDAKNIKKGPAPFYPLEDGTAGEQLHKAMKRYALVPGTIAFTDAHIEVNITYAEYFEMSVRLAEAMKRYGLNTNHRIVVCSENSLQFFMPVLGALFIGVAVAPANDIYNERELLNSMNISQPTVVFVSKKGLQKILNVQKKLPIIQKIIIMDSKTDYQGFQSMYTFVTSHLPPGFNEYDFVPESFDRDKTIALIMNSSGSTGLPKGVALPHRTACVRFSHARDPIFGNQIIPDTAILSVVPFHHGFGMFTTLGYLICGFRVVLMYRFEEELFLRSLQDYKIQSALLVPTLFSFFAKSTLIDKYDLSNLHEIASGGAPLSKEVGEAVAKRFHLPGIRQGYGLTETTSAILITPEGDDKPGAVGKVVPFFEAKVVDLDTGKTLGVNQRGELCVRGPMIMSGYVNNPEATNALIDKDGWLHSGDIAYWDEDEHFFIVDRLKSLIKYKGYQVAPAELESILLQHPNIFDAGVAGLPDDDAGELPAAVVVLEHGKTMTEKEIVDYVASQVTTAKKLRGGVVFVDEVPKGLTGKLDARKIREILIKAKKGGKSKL
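Purified P. pyralis luciferase, 10 nM final, with Km-level 10 uM D-luciferin and 10 uM ATP in 50 mM Tris acetate pH 7.5, 10 mM Mg acetate, 0.01% Tween-20, 0.05% BSA; 6-point qHTS titration about 60 µM downward; luminescence read.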
RORg inh = qHTS for inhibitors of ROR gamma transcriptional activity; Drosophila S2 Gal4-RORgamma UAS-luciferase reporter, 20 h; Potency, µM (highest dose often 53.6 µM), without a hit: at the top dose activity change, negative = inhibition, actives largely listed as inhibitors; 310,000 compounds, 5.4% hits; AID 2551, 2010; note: % is set by controls: 0 for no effect and ±100 for the full control effect; nearly all actives have a fitted effect of over 60% in size
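Compounds are pin-transferred onto Drosophila Schneider cells expressing a copper-inducible Gal4–ROR gamma transactivation domain fusion. After 1 hr, copper sulfate is added to 700 uM final; luciferase is read 20 hr later.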
Starred values were filed as active, the others as inactive; ? = inconclusive; · = not tested or not shown. Unless noted, calls come from the whole dose curve; as a rule, active = well fitted curve in the direction sought with a large enough effect; inconclusive = small, poorly fitted or top-dose-only effect, or another doubt; inactive = no such curve, though single readings can be large; an effect the other way counts as inactive or inconclusive. Potency is the fitted concentration of half-maximal effect.

cpd	SMILES	p53 reactivation	BRCA1 expr act	uPA generation	ELG1 genotoxic	MBNL1 CUG block
1	CCCC(c1nnnn1Cc1cccs1)N1CCN(c2nc3ccccc3s2)CC1 (stereo not given)	-1.1%	-44.3%	8.3%	-18.1%	-6.7%
2	Cc1cc(NC(=O)CSc2nc3cc(C(=O)NCCCOC(C)C)ccc3c(=O)n2Cc2ccco2)no1	-2.6%	-56.5%	1.3%	8.9%	-13.0%
3	Cc1cc(C)n(CCC(=O)N2CCc3ccccc32)n1	-2.7%	8.8%	8.1%	-0.7%	-0.8%
4	COc1cccc(C(=O)N2CCN(C(=O)Cc3ccccc3)CC2)c1	-2.3%	-1.0%	2.5%	0.1%	-7.1%
5	O=C(C[N+]1(CC#Cc2ccccc2)CCCCC1)c1ccccc1	-4.0%	-18.3%	-18.5%	-5.3%	-11.6%
6	O=C(CSc1nc2scc(-c3ccccc3)c2c(=O)[nH]1)NC1CCCCC1	-3.4%	·	·	-4.4%	-3.8%
7	COc1ccccc1NS(=O)(=O)c1cc(N=N/C(C(=O)Nc2ccc(Cl)cc2)=C(/C)O)ccc1C	-8.4%	-13.9%	-28.6%	1.2%	·
8	CN(C(=O)CN(c1ccccc1)S(=O)(=O)c1ccc(F)cc1)C1CCS(=O)(=O)C1 (stereo not given)	2.3%	-22.5%	5.3%	0.5%	-7.7%
9	COc1ccccc1C1CCN(C(=O)c2ccc(Cl)cc2)CC1	-1.1%	-0.5%	-1.9%	-4.8%	-13.9%
10	CN(C)C(CNc1ncnc2sc3c(c12)CCCC3)c1ccco1 (stereo not given)	7.1%	-32.7%	-2.5%	-6.1%	0.3%
11	O=C(CCC(=O)N1CCSc2ccccc21)NCCc1ccccc1	·	-10.1%	-1.3%	-1.6%	3.2%
12	CC1(c2ccccc2)CC2CC(c3ccccc3)N1O2 (stereo not given)	-4.4%	-13.2%	7.5%	-7.1%	-2.0%
13	COc1ccc(Sc2nnc(-c3ccccc3)cc2C#N)cc1	-3.1%	-12.7%	4.1%	-1.0%	2.5%
14	Cc1ccc2oc(=O)c3cnn(CC(=O)NC4CCN(Cc5ccccc5)CC4)c3c2c1	-0.1%	22.6%	-8.1%	3.5%	-10.4%
15	O=[N+]([O-])c1cccc2ccc(/C=C/c3ccc(Cl)cc3)nc12	?	-64.4%	6.3%	-0.6%	10.4%

cpd	NPC1 prom act	Gal4-VP16 FLuc	Rab9 promoter act	FLuc modulator	RORg inh
1	2.1%	14.3%	0.6%	-0.2%	5.7%
2	-2.8%	-10.7%	2.5%	-4.3%	-1.4%
3	-2.0%	-5.5%	0.6%	-1.5%	-22.9%
4	-4.7%	-6.7%	0.6%	1.6%	14.1%
5	-1.9%	3.4%	?	2.4%	0.8%
6	2.7%	-12.1%	8.2%	-16.1%	6.0%
7	·	·	·	·	·
8	2.3%	-0.9%	0.8%	-0.7%	-1.8%
9	-0.2%	-6.0%	2.4%	-2.2%	?
10	-0.9%	-0.7%	1.8%	-12.4%	-14.8%
11	-1.7%	4.3%	-5.4%	1.7%	3.8%
12	-0.3%	4.8%	-2.7%	6.7%	-1.3%
13	5.3%	-3.5%	5.9%	-6.3%	-0.5%
14	-1.3%	-3.1%	-6.4%	-2.7%	-27.3%
15	?	-10.8%	?	?	-9.9%

The listing continues.
cpd	SMILES	p53 reactivation	BRCA1 expr act	uPA generation	ELG1 genotoxic	MBNL1 CUG block
16	Cc1cc(NC(=O)CSc2nnc(-c3cccc(Cl)c3)o2)no1	-15.6%	-13.2%	-24.7%	4.6%	6.0%
17	CCC1CCCCN1CCCNC(=O)Cn1c(=O)c2cccn2c2ccccc21 (stereo not given)	1.0%	8.7%	2.6%	0.2%	-8.5%
18	O=C(NNC(=O)c1ccc(O)c(Cl)c1)c1cccc(S(=O)(=O)N2CCOCC2)c1	3.3%	11.2%	-27.3%	0.7%	·
19	O=C(CNCc1ccccc1Cl)Nc1ccccc1N1CCCCC1	-0.4%	-19.4%	-6.4%	-0.5%	-5.3%
20	Cc1ccc(N2C(=O)NC(NC(=O)C(C)(C)C)(C(F)(F)F)C2=O)cc1C (stereo not given)	1.1%	6.4%	-1.4%	1.4%	-5.5%

cpd	NPC1 prom act	Gal4-VP16 FLuc	Rab9 promoter act	FLuc modulator	RORg inh
16	3.8%	-4.5%	23.4%	1.0%	?
17	1.6%	-5.2%	-0.2%	2.6%	-9.4%
18	-1.6%	·	9.1%	4.7%	·
19	0.0%	2.0%	-3.3%	-1.3%	0.6%
20	8.4%	?	-0.3%	3.2%	0.6%

Copied from above, compounds 10 to 17
cpd	SMILES	p53 reactivation	BRCA1 expr act	uPA generation	ELG1 genotoxic	MBNL1 CUG block
10	CN(C)C(CNc1ncnc2sc3c(c12)CCCC3)c1ccco1 (stereo not given)	7.1%	-32.7%	-2.5%	-6.1%	0.3%
11	O=C(CCC(=O)N1CCSc2ccccc21)NCCc1ccccc1	·	-10.1%	-1.3%	-1.6%	3.2%
12	CC1(c2ccccc2)CC2CC(c3ccccc3)N1O2 (stereo not given)	-4.4%	-13.2%	7.5%	-7.1%	-2.0%
13	COc1ccc(Sc2nnc(-c3ccccc3)cc2C#N)cc1	-3.1%	-12.7%	4.1%	-1.0%	2.5%
14	Cc1ccc2oc(=O)c3cnn(CC(=O)NC4CCN(Cc5ccccc5)CC4)c3c2c1	-0.1%	22.6%	-8.1%	3.5%	-10.4%
15	O=[N+]([O-])c1cccc2ccc(/C=C/c3ccc(Cl)cc3)nc12	?	-64.4%	6.3%	-0.6%	10.4%
16	Cc1cc(NC(=O)CSc2nnc(-c3cccc(Cl)c3)o2)no1	-15.6%	-13.2%	-24.7%	4.6%	6.0%
17	CCC1CCCCN1CCCNC(=O)Cn1c(=O)c2cccn2c2ccccc21 (stereo not given)	1.0%	8.7%	2.6%	0.2%	-8.5%

cpd	NPC1 prom act	Gal4-VP16 FLuc	Rab9 promoter act	FLuc modulator	RORg inh
10	-0.9%	-0.7%	1.8%	-12.4%	-14.8%
11	-1.7%	4.3%	-5.4%	1.7%	3.8%
12	-0.3%	4.8%	-2.7%	6.7%	-1.3%
13	5.3%	-3.5%	5.9%	-6.3%	-0.5%
14	-1.3%	-3.1%	-6.4%	-2.7%	-27.3%
15	?	-10.8%	?	?	-9.9%
16	3.8%	-4.5%	23.4%	1.0%	?
17	1.6%	-5.2%	-0.2%	2.6%	-9.4%
